Bioassay records as filed in PubChem BioAssay.
WT yeast gro inh – growth inhibition of WT yeast, mitochondrial fusion screen; inhibition, % at 10 µM; AID 1362; mitochondrial fusion phenotypic screen, WT strain; 190,000 tested, 2.1% active; in the data active = inhibition above about 58%; tested in S. cerevisiae
Yfh1-depleted yeast – mitochondrial function rescue without frataxin homolog – Friedreich's ataxia, plus single-dose screen, dose response (AID 1465); one-dose fold induction at 50 µM; EC50 in µM for titrated hits; S. cerevisiae Yfh1-off respiration, WST-1 reduction, 72 h; higher fold induction means a stronger effect; 220,000 tested, 0.074% active;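 active = fold induction of absorbance versus untreated yeast above a set limit, then at least 30% activation at any dose in follow-up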;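 note: activators that raise dye reduction in frataxin-depleted yeast; strong numbers were not always called active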
NOD2 inhibition – NOD2 signaling inhibitors, cell-based, luminescence, uHTS, HEK293 (AID 1566); HEK293 NOD2/NF-kB luciferase reporter, luminescence; higher % means a stronger effect; inhibition, % at 4 µM; hits with a dose series show EC50 in µM; 290,000 tested, 0.63% active; in the data active = inhibition above about 50%; note: many of its hits are not listed in these tables
MT stabilize HCS – microtubule stabilization, imaging screen. HeLa tubulin immunostaining HCS, 24 h; share of cells brighter than vehicle mean+2SD. 200,000 tested, 0.83% active. % tubulin-high responders, % at 10 µM;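 active = plate Z-score above 3 for both tubulin-high and condensed-nucleus cell shares, with cell loss under 80%, at 10 µM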;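 note: anti alpha tubulin signal scored within the nucleus-defined area of each cell; some results filed as inactive read as strong as hits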
Autophagy HCS – alters autophagy in cells. 190,000 tested, 0.98% active. MEF GFP-LC3 puncta imaging; test concentration mostly 10 µM. AID 463193. calls only at 10 µM (by protocol);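 active = percentage of spot-positive cells more than 3 SD above its plate mean, without a fluorescence outlier flag or 80% toxicity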;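 note: spot-positive cell cutoff set from DMSO-treated cells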
Dynein transport – blocks dynein driven cargo transport along microtubules. 3617.4 mouse cells, GR-EGFP nuclear translocation imaging; test concentration mostly 20 µM; stimulated with dexamethasone, 1 µM; hits give low values. z-score, hits read low. 220,000 tested, 0.47% active;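 active = plate z-score of nuclear minus cytoplasmic receptor signal below a set negative limit, without overly bright fluorescence or cell loss, cut at about -3.5 in these data, passing the limit was not always enough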;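 note: z-score of nuclear minus cytoplasmic ring GR-EGFP intensity difference per well; some compounds called inactive have numbers as strong as hits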
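Medium: Induction medium lacking tetracycline, stripped serum | Probe or stimulus: 1.0 µM final dexamethasone stimulus | Schedule: 48 h induction, then 1 h compound, then 30 min agonist, 37 °C | Signal: Automated 10x imaging of fixed Hoechst-stained cells | Evaluation: Per-cell GR-EGFP intensity, nucleus versus surrounding cytoplasmic ring, well-averaged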
Insulin prom up – MIN6 insulin promoter up-regulation; MIN6 insulin promoter-GFP reporter, high-content imaging; hits give high values; z-score at 5 µM; 190,000 tested, 0.3% active; AID 1625;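 active = z-score above 3 at 5 µM with at least 500 cells counted in the well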
Lipid droplet – modulators of hepatic lipid droplet formation; AML12 mouse hepatocytes, oleate lipid droplets, BODIPY imaging; inhibition, % at 6.5 µM; 240,000 tested, 0.4% active;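 active = lipid droplet intensity inhibited by at least 50%, with more than 500 cells counted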
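Assay system: AML12 mouse liver cells | Compound dosing: One dose, 6.5 µM compound | Read-out basis: Droplet intensity reduction, % inhibition | Measured by: Fluorescence imaging, 20x objective, two fields per well | Schedule: Overnight treatment with compound plus oleate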
b-catenin transl – alters nuclear translocation of beta-catenin in HeLa cells; nuclear translocation activity, % at 5 µM; AID 1665; 190,000 tested, 0.3% active; immunofluorescence imaging;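 active = nuclear translocation activity above 50% at 5 µM, with a well cell count of 50 or more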;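 note: per-cell ratio of nuclear to cytoplasmic median beta-catenin stain intensity; plate controls were DMSO negative control for no effect and GSK-3 inhibitor IX positive control for full effect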
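System: HeLa cells, endogenous beta-catenin; compound dosing: 5 µM primary single dose, 0.1% DMSO, 0.02–20 µM confirmation series; incubation: 24 h compound exposure at 37°C, 5% CO2; signal: beta-catenin immunofluorescence imaging with DAPI; evaluation: % activation, nuclear-to-cytoplasmic median beta-catenin signal ratio per cell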
WT yeast gro inh mutant strain – further read-out of WT yeast gro inh, marked with its call; inhibition, %; mitochondrial fusion phenotypic screen, mutant strain inhibition
Dynein transport cytoplasmic EGFP – also measured in Dynein transport; calls as there; z-score; measured here: cytoplasmic GR-EGFP intensity; hits give high values
Dynein transport nuclear GR-EGFP – second read-out of Dynein transport, no call of its own (marks repeat the call); z-score; measured here: nuclear GR-EGFP intensity;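 lower value marks the stronger effect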
Dynein transport cell count – second read-out of Dynein transport, no call of its own (marks repeat the call); z-score; measured here: cell count per field
Insulin prom up cell count – also measured in Insulin prom up; calls as there; cell count; measured here: cytotoxicity, nuclei count;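 total cells summed across four imaged fields per well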
Lipid droplet cells 6.5 µM – recorded beside Lipid droplet, whose call it bears; cell count; measured here: cell count, cytotoxicity flag;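 cells counted across two imaged fields per well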
b-catenin transl cell count 5 µM – recorded beside b-catenin transl, whose call it bears; cell count; measured here: cell count, cytotoxicity flag
MT stabilize HCS Hoechst-high % – further read-out of MT stabilize HCS, marked with its call; % Hoechst-high responders; measured here: nuclear condensation Hoechst responders;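 share of cells brighter than vehicle mean plus two SD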
MT stabilize HCS cytotoxicity % – second read-out of MT stabilize HCS, no call of its own (marks repeat the call); toxicity, %; measured here: cytotoxicity by cell density;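 0% = mean cell density of plate MIN control wells and 100% = no cells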
Autophagy HCS cell loss 18 h – recorded beside Autophagy HCS, whose call it bears; toxicity, %; measured here: cell loss, nuclei count;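 cell loss after 18 h compound exposure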
Numbers without * were called inactive; i = inactive; . = not tested or not shown. Only part of the results is shown (hit frequency here may not be typical).

| SMILES | WT yeast gro inh | WT yeast gro inh mutant strain | Yfh1-depleted yeast | NOD2 inhibition | MT stabilize HCS | MT stabilize HCS Hoechst-high % | MT stabilize HCS cytotoxicity % | Autophagy HCS | Autophagy HCS cell loss 18 h | Dynein transport | Dynein transport cytoplasmic EGFP | Dynein transport nuclear GR-EGFP | Dynein transport cell count | Insulin prom up | Insulin prom up cell count | Lipid droplet | Lipid droplet cells 6.5 µM | b-catenin transl | b-catenin transl cell count 5 µM |
| --- | --- | --- | --- | --- | --- | --- | --- | --- | --- | --- | --- | --- | --- | --- | --- | --- | --- | --- | --- |
| O=C1C2=C(c3ccccc31)[N+](=O)C1CCCCC1N2[O-] (stereo not drawn) | -4 | -11 | i | 1% | 3.6 | 1.7 | 7.5 | i | -1 | 0.49 | -0.19 | 0.53 | 0.94 | 0.26 | 1498 | . | . | -3.4 | 1477 |
| COC(=O)Cn1cc(C(=O)c2ccco2)c2ccccc21 | 2 | -4 | i | -4% | 4.2 | 2.1 | 2.1 | i | -5 | -0.5 | -0.22 | -0.01 | -0.024 | 0.34 | 1174 | . | . | -2.2 | 938 |
| Cc1ccsc1/C=N\NC(=O)CC(=O)NCc1ccccc1 | -10 | 10 | i | -13% | 5.6 | 2.4 | 8.1 | i | -5 | -0.7 | -0.25 | -0.002 | 0.93 | 0.28 | 1407 | 0 | 658 | -1.3 | 1067 |
| O=C(CSc1nnc(CNc2ccc(Cl)cc2)n1Cc1ccccc1)NCc1ccco1 | -3 | 9 | i | -4% | 3.4 | 2.2 | 19 | i | -5 | 1.4 | -0.099 | 1 | -0.55 | -0.32 | 1288 | . | . | -1.2 | 1233 |
| Cc1c(C(=O)NCCSCc2ccc(Cl)cc2Cl)cccc1[N+](=O)[O-] | 69* | 36* | . | -3% | 2.8 | 2.0 | 4.8 | i | 19 | 1.1 | -0.2 | 0.013 | -0.4 | 0.89 | 985 | . | . | -1.7 | 1437 |
| O=C(CSc1nc2ccccc2c(=O)n1CCCO)N1CCc2ccccc21 | 1 | 6 | i | -8% | 4.6 | 3.4 | 7.4 | i | 0 | 0.57 | -0.22 | 0.21 | -0.33 | 1.1 | 1456 | -14 | 693 | 4.9 | 935 |
| Cc1ccc(NC(=O)c2cc(N3C(=O)C=CC3=O)ccc2N2CCOCC2)cc1 | 2 | 11 | i | 19% | 3.3 | 2.3 | 4.8 | i | 18 | -4.9* | 2.6* | -2.6* | -1.9* | -0.17 | 1312 | 2 | 707 | -1.5 | 939 |
| NCCS | 2 | -12 | i | 2% | 2.6 | 2.8 | 8.2 | i | 6 | -0.24 | -0.23 | 0.07 | 1.2 | . | . | 5 | 681 | -1.0 | 552 |
| Cc1ccc(NC(=S)N2CCCCCC2)cc1 | . | . | i | -32% | . | . | . | . | . | 0.62 | -0.27 | 0.3 | 0.64 | 0.6 | 1390 | -3 | 742 | -0.1 | 1292 |
| CCC(C)(C)n1nnnc1C(c1ccncc1)N1CCC(C)CC1 (stereo not drawn) | -14 | -4 | i | 4% | 1.7 | 1.8 | 10 | i | 10 | -0.19 | -0.25 | 0.22 | 0.035 | 0.09 | 1260 | 5 | 680 | -1.8 | 1211 |
| N#CC1=C(N)SC(N)=C(C#N)C1c1ccc(C(F)(F)F)cc1 | 3 | -7 | i | 13% | 3.0 | 2.2 | 11 | i | 3 | -1.5 | 1.6 | -0.36 | -0.17 | 0.08 | 1577 | -3 | 665 | -1.4 | 1095 |
| CCNC(=S)N1CCN(CC(=O)Nc2ccc(Br)cc2)CC1 | 1 | 11 | i | 8% | 2.1 | 1.7 | 8.8 | i | 8 | 1.4 | -0.26 | 0.7 | -0.72 | 0.77 | 1496 | -3 | 664 | 0.5 | 1056 |
| O=S(=O)(c1ccc(Cl)s1)N1CCC(Cc2ccccc2)CC1 | 37 | 20 | i | 0% | 1.2 | 0.8 | 6.7 | i | -1 | -0.3 | -0.23 | -0.068 | 0.7 | 0.73 | 713 | -1 | 727 | . | . |
| CCN1C(=O)C(CC(=O)Nc2ccc(F)cc2)N(Cc2cccs2)C1=S (stereo not drawn) | 11 | -1 | i | 0% | 3.4 | 0.5 | 24 | i | -6 | 0.92 | -0.32 | 0.74 | 0.16 | . | . | -1 | 708 | 0.5 | 1580 |
| N#Cc1ccc(NC(=O)N2CCC(c3nc4c(nnn4Cc4cccc(Cl)c4)c(=O)[nH]3)CC2)cc1 | 10 | 21 | i | -1% | 4.6 | 3.6 | 11 | i | -10 | 2.3 | -0.12 | 1.9 | -2.2 | -0.71 | 1196 | . | . | -6.7 | 963 |
| CCC(C)C(NC(N)=O)C(=O)NC1CCC(C)CC1 (stereo not drawn) | 13 | 13 | i | 1% | 2.3 | 1.7 | 6.9 | i | 17 | -0.12 | -0.17 | -0.093 | -0.83 | 1.4 | 1415 | 13 | 683 | -4.1 | 1066 |
| Cc1ccccc1C(=O)NC(C)c1ccc2c(c1)CCCC2 (stereo not drawn) | 9 | 7 | i | 13% | 1.6 | 2.2 | 14 | i | 4 | -0.16 | -0.24 | -0.62 | 0.41 | . | . | . | . | . | . |
| O=C(CN1CCc2ccccc2C1)Nc1cc(S(=O)(=O)N2CCOCC2)ccc1N1CCOCC1 | -16 | 6 | i | -2% | 2.3 | 1.0 | 3.0 | i | 19 | 0.59 | -0.28 | 0.37 | 0.5 | -0.21 | 1323 | -16 | 684 | 2.7 | 499 |
| CCOC(=O)C1CCCN(c2c(NCCc3cccc(C)c3)c(=O)c2=O)C1 (stereo not drawn) | . | . | i | 19% | . | . | . | . | . | -0.49 | -0.26 | -0.14 | 1.7 | -0.73 | 1100 | 30 | 701 | -0.8 | 1334 |
| CC(Oc1ccc(F)cc1)C(O)CCN(C)C (stereo not drawn) | 0 | 29 | i | 7% | 1.7 | 2.2 | 2.6 | i | 2 | -0.33 | -0.34 | -0.017 | 0.64 | -0.05 | 1309 | -8 | 705 | -1.1 | 1152 |
| O=C(Cn1ncc2ccccc21)N1CCN(c2cccc(C(F)(F)F)c2)CC1 | -2 | -2 | i | -12% | 3.0 | 1.5 | 7.2 | i | 4 | -0.56 | -0.29 | -0.038 | 1 | . | . | -33 | 635 | -1.3 | 1195 |
| O=C(NCc1ccc(F)cc1)C1(c2cccs2)CCOCC1 | 17 | 18 | i | 1% | 5.7 | 2.1 | 11 | i | 1 | -1.1 | -0.16 | -0.44 | 2.4 | -0.58 | 1290 | 4 | 680 | -3.3 | 1112 |
| CCc1cc2c(=O)c(-c3nc4ccccc4n3C)coc2c(CN2CCOCC2)c1O | -9 | 6 | i | 2% | 4.0 | 2.3 | 4.6 | i | 2 | -0.2 | 0.86 | 0.37 | 0.32 | -0.16 | 1323 | 18 | 608 | -0.6 | 1110 |
| CC(C)COP(=O)(OCC(C)C)C(Nc1ccccc1)c1ccc2c(c1)OCO2 (stereo not drawn) | 32 | -3 | . | -5% | 3.2 | 1.9 | 9.1 | i | 12 | 0.95 | -0.2 | 1.1 | -0.9 | -2.2 | 1189 | . | . | 1.5 | 1387 |
| O=S(=O)(NCC1CCCO1)c1ccc2oc3ccc(S(=O)(=O)NCC4CCCO4)cc3c2c1 (stereo not drawn) | -13 | -3 | i | 1% | 3.7 | 1.9 | 4.7 | i | 6 | 0.83 | -0.046 | 0.8 | -2.2 | 0.21 | 1208 | -2 | 770 | 1.1 | 1158 |
| CCn1c(Cc2ccccc2)nnc1SCC(=O)OC(C)C | 7 | 19 | i | 12% | 1.7 | 1.8 | 5.1 | i | -8 | 0.39 | -0.17 | 0.65 | -0.32 | -0.15 | 1056 | . | . | -0.9 | 1100 |
| O=C(O)c1[nH]c2ccc(Cl)cc2c1CC(=O)N1CCN(c2ccccc2)CC1 | 19 | 21 | i | -15% | 3.9 | 1.3 | 0.5 | i | -4 | -0.61 | -0.24 | -0.35 | 0.12 | 0.25 | 1293 | . | . | 0.3 | 1171 |
| CN(CC(N)=O)S(=O)(=O)c1ccc(F)cc1 | . | . | i | -17% | 1.9 | 1.3 | 8.3 | i | 3 | -0.24 | -0.27 | -0.21 | 0.38 | . | . | 10 | 764 | -5.6 | 1006 |
| CC1CCCN(Cc2csc(N)n2)C1 (stereo not drawn) | -12 | 17 | i | 17% | 4.4 | 2.6 | 6.0 | i | 2 | -0.26 | -0.35 | 0.019 | 0.28 | . | . | -11 | 658 | -7.1 | 1088 |
| CC1CCc2c(sc(NC(=O)c3ccc(Cn4cc(Br)cn4)o3)c2C(N)=O)C1 (stereo not drawn) | 3 | 15 | i | 26% | 2.2 | 0.4 | 23 | i | 0 | 0.84 | -0.29 | 0.71 | 1.1 | -0.24 | 1651 | 12 | 672 | 0.9 | 1056 |
| CCCCNC(=O)c1onc(CSc2cccc3ccccc23)c1C(=O)O | 19 | 26 | i | -37% | 2.6 | 2.4 | 10 | i | -3 | -1.2 | -0.21 | -1 | 0.79 | -0.53 | 1503 | . | . | -1.1 | 1329 |
